High-throughput results as filed in PubChem BioAssay.
DDE Tn6 FP inh: inhibitors of Tn6 peptide binding to human fibrin DD(E). P02675. Fibrin DD(E) TRITC-Tn6 fluorescence polarization displacement. inhibition, % at 8.3 µM. 370,000 compounds, 0.21% hits;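 active means inhibition above a per-campaign cutoff: mean of compounds within control limits plus 3 SD, cut at about 15% in these data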;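 further: 0% = median of all compound wells on the plate and 100% = blocking peptide control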
TDP2 inh: TDP2 (human) inhibition, absorbance primary screen; O95551; recombinant TDP2, T5PNP hydrolysis, p-nitrophenol absorbance 415 nm; inhibition, % at 12.8 µM; 370,000 compounds, 0.34% hits;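 active means inhibition above the mean of all tested compounds plus 3 SD, set per campaign, cut at about 25% in these data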;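 further: 0% = DMSO with enzyme and 100% = buffer with substrate but no TDP2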
Target sequence (O95551 whole entry, looked up): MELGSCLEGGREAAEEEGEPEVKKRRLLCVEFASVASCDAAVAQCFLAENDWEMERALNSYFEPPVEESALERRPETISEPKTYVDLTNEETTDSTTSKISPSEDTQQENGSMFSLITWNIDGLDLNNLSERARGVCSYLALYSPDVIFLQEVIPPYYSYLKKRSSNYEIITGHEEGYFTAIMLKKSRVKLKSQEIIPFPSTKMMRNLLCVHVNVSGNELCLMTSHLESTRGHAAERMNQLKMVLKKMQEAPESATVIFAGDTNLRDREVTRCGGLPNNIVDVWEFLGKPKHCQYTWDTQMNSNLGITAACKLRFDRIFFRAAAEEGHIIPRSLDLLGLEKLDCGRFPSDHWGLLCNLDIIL
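Test system: Human TDP2 enzyme | Reagent: 5 mM T5PNP | Compound dosing: 12.8 µM single point, 1% DMSO | Incubation: Enzyme reaction with compound for 2 h at 37 °C | Technique: p-Nitrophenol epi absorbance | Read-out: % inhibition relative to enzyme-containing and enzyme-free wells | Benchmarks: High control without enzyme, low control DMSO plus TDP2 | Replicates: Singlicate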
DDE Tn7 FP inh: inhibitors of Tn7 peptide binding to human fibrin DD(E) | FP displacement of FITC-Tn7 peptide from fibrin DD(E); 0% = median of compound wells per plate | inhibition, % at 8.3 µM | 370,000 compounds, 0.13% hits;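 active means inhibition above the mean of compounds falling within the control limits plus 3 SD of them, cut at about 14% in these data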;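 further: 0% = plate median of compound wells and 100% = 10 µM Aha-Tn7 peptide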
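assay system = human clot-derived fibrin DD(E) complex | quantity = Fibrin-DD(E) at 2 µM final | timing = 10 min preincubation, 3 h with tracer, room temperature | signal = fluorescence polarization | measure = percent inhibition | benchmarks = high control wells with 10 µM unlabelled Aha-Tn7 peptide (full inhibition) | replicates = singlicate testing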
ARFGAP1 inhibitor: rat ARFGAP1 inhibition. Q62848. Arfgap1-stimulated ARF1 GTP hydrolysis, GDP FP detection. inhibition, % at 16.5 µM. 360,000 compounds, 0.26% hits;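 active means inhibition above a per-plate limit, mean inhibition of low control wells plus 3 SD, cut at about 25% in these data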;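 further: 0% = DMSO wells with enzyme and 100% = wells lacking Arfgap1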
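Assay system: purified rat His6-Arfgap1 residues 1-136 (GAP domain); Reagent: human Δ17 ARF1 bound to GTP; Dosing: 16.5 µM single point, 1.26% DMSO; Times: GTP hydrolysis reaction 2 h at 25 °C; Signal: FP, GDP Alexa 633 tracer displaced from anti-GDP antibody, 620/688 nm; Measure: % inhibition from polarization.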
ADAM10 inh: ADAM10 inhibition, QFRET primary screen | AID 720582 | O14672 | recombinant ADAM10, EDANS/DABCYL FRET peptide cleavage, 3 h | 370,000 compounds, 0.62% hits | inhibition, % at 7 µM;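 active means inhibition above a per-campaign cutoff equal to the mean of compounds falling between control-based bounds plus 3 SD, cut at about 20% in these data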;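 further: 0% = DMSO wells while the 100% control is not disclosed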
PLCb3 inh: blocks human PLC-beta3 enzyme activity; Purified PLC-beta3, fluorogenic substrate, fluorescence; inhibition, % at 12.2 µM; Q01970; 370,000 compounds, 0.18% hits; in the data active means inhibition above about 11%;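 further: 0% = median of compound wells on plate and 100% = full blocker control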
PLCg1 inh: inhibitors of human phospholipase C gamma1; purified PLC-gamma1, fluorogenic substrate, fluorescence; inhibition, % at 12.2 µM; 370,000 compounds, 0.84% hits; in the data active means inhibition above about 9.5%
ASAP1 GAP inh: blocks human ASAP1-stimulated Arf1 GTP hydrolysis | Q9ULH1 | GDP FP detection | inhibition, % at 16.5 µM | 360,000 compounds, 0.19% hits | AID 624377; in the data active means inhibition above about 25%;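 further: 0% = vehicle with enzyme and substrate and 100% = no enzyme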
SIAE inh: inhibitors of human sialic acid acetylesterase SIAE; Q9HAT2; inhibition, % at 9.66 µM; 370,000 compounds, 0.69% hits; SIAE FP-Rh probe binding, fluorescence polarization;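 active means inhibition above a cutoff: mean of compounds within the control limits plus 3 SD of those, cut at about 17% in these data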;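 further: 0% = plate median of compound wells and 100% = probe without SIAE protein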
ADAM17 inh: inhibitors of human ADAM17. P78536. recombinant ADAM17, EDANS/DABCYL FRET peptide cleavage. inhibition, % at 6.95 µM. 370,000 compounds, 0.83% hits. AID 720648;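 active means inhibition above the mean of compounds lying between control limits plus 3 SD, set per campaign, cut at about 8.5% in these data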;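 further: 0% = DMSO-only wells as the low control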
Target sequence (P78536 215-824 limits assumed): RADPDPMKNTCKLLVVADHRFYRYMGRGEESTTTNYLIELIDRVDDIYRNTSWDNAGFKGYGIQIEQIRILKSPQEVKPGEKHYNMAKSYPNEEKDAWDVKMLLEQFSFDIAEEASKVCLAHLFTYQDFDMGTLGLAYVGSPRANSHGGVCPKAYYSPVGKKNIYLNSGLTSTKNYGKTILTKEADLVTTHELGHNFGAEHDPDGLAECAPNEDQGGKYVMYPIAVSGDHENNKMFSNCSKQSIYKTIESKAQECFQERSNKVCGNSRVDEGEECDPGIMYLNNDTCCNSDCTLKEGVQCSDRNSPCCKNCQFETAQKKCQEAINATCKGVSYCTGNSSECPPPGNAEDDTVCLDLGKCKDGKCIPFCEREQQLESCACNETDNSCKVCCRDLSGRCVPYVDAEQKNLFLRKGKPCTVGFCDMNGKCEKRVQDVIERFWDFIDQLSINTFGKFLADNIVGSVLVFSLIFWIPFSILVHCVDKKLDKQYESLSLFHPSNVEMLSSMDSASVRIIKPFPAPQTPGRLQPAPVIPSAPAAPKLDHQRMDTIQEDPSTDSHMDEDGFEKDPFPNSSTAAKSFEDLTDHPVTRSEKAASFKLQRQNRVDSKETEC
* = called active by the depositor; i = inactive. Rows were taken by chance; about 3.6% have a hit in one of these screens.

entry	DDE Tn6 FP inh	TDP2 inh	DDE Tn7 FP inh	ARFGAP1 inhibitor	ADAM10 inh	PLCb3 inh	structure	PLCg1 inh	ASAP1 GAP inh	SIAE inh	ADAM17 inh
1	-4	-6	1	4	-4	-54	Cc1cc(/C=N\NC(=O)c2cccs2)c(C)n1-c1ccc2ncccc2c1	-38	-8	7	0
2	4	-9	2	-2	13	-12	Cc1cc(C)c(NC(=O)C2CCCN(S(=O)(=O)c3c(C)noc3/C=C/N(C)C)C2)c(C)c1 (stereo not given)	0	9	4	5
3	4	1	-1	3	-5	-4	CCCc1nc(SCC(=O)NC2CCCC2)c2ccccc2n1	-1	-4	-3	-2
4	-1	4	-5	-7	0	-3	O=C(CCNC(=O)N1CC(=O)Nc2ccccc21)NCc1ccc(Cl)cc1	-2	-13	4	-2
5	-5	-3	-5	-5	8	0	CCOc1ccc(NC(=O)CN(C)C(=O)c2ccc(N3CCCC3)c([N+](=O)[O-])c2)cc1OCC	0	3	-2	1
6	-1	-2	-4	2	1	0	COc1ccccc1N1CCN(c2ccc([N+](=O)[O-])nc2)CC1	-1	5	4	1
7	1	10	2	-4	-23	-6	Cc1ccccc1C1CC(=O)NC2=C1C(=O)CCC2 (stereo not given)	-4	8	-9	-9
8	-3	-9	-9	4	-6	2	CSCC[C@H](NC(=O)OC(C)(C)C)c1nnc(SCC(=O)Nc2ccc(C)cc2C)o1	9	-9	-2	-8
9	-2	-2	3	-1	10	4	CN1CCN(c2nc(Nc3cccc(C(F)(F)F)c3)nc(N3CCOCC3)n2)CC1	5	9	6	-1
10	-8	5	-2	2	-35	-45	COc1c(N2CCN(C(=S)NC3CC4CCC3C4)C(C)C2)c(F)cc2c(=O)c(C(=O)O)cn(C3CC3)c12 (stereo not given)	-37	-2	-1	-15

(next part)
entry	DDE Tn6 FP inh	TDP2 inh	DDE Tn7 FP inh	ARFGAP1 inhibitor	ADAM10 inh	PLCb3 inh	structure	PLCg1 inh	ASAP1 GAP inh	SIAE inh	ADAM17 inh
11	-7	7	7	-9	-3	-2	COc1ccc(CNc2nccs2)cc1OC	2	6	4	0
12	6	-8	-1	-6	7	0	C=C1CCN([C@@H](CC(C)C)C(=O)NCc2ccc(Cl)cc2)S(=O)(=O)c2ccccc21	-1	-8	-8	6
13	-2	6	-1	-14	-4	-3	COc1cccc(CN2CCNC(=O)C2CC(=O)N(C)CCc2ccccn2)c1 (stereo not given)	-3	2	2	-1
14	1	13	-2	-3	-6	-3	O=C1NC[C@H](CCCCN2CCN(CCc3ccccc3)C(=O)C2=O)N(CCc2ccc(O)cc2)C1=O	3	19	14	-3
15	7	-7	-3	11	-3	-11	CCN(CC(=O)Nc1ccc(OC)cc1)C(=O)Cc1cccs1	-5	-4	-3	-1
16	1	-10	-2	1	-2	1	COCC(=O)Nc1nnc(SCC(=O)N2CCCCC2)s1	1	5	0	0
17	3	7	-4	5	2	2	COc1ccccc1N1CCN(C2CCN(C(=O)c3ccc(F)cc3)CC2)CC1	0	5	1	1
18	-10	3	4	1	4	1	Cc1c(N(C)C(=O)c2ccccc2F)c(=O)n(-c2ccccc2)n1C	2	1	3	-5
19	2	-6	-6	0	-2	2	CCSc1nnc(-c2ccccc2NC(C)=O)c(=O)[nH]1	3	-6	-12	-3
20	3	-2	7	3	-5	-21	O=C1c2ccccc2C(=Cc2cccnc2)c2ccccc21	-13	-2	6	0

(listing goes on)
entry	DDE Tn6 FP inh	TDP2 inh	DDE Tn7 FP inh	ARFGAP1 inhibitor	ADAM10 inh	PLCb3 inh	structure	PLCg1 inh	ASAP1 GAP inh	SIAE inh	ADAM17 inh
21	-4	-20	5	5	-414	-351	COc1ccc(C2C3=C(CC(C)(C)CC3=O)N(CCN3CCOCC3)C3=C2C(=O)CC(C)(C)C3)cc1	-257	4	2	-135
22	7	12	7	0	3	1	COc1ccc(NC(=O)NC[C@@H]2CC[C@@H](Cc3ccc(-c4ccccc4)cc3)O2)cc1	3	9	-3	3
23	7	0	0	-1	1	0	CCOC(=O)CSc1nc(C)c(Oc2ccc(Cl)cc2Cl)c(=O)[nH]1	0	6	-2	-5
24	11	-10	-1	-13	-3	-7	COc1cc2c(cc1OC)C1Cc3ccc(OC)c(OC)c3C[N+]1([O-])CC2 (stereo not given)	-4	11	4	-3
25	-3	-10	-1	6	3	0	Cc1nnc(NC(=O)CCNC(=O)c2ccccc2Cl)s1	1	14	-5	0
26	-6	3	1	4	-1	0	COC(=O)Cc1nnn2c1[C@@H](C)[C@@H](c1ccccc1Br)OC[C@@H]2c1ccccc1	2	2	3	-2
27	-1	-6	-2	-1	-1	-3	O=C(Cn1[nH]c(=O)c2ccccc2c1=O)OCC(=O)c1ccccc1	0	-3	8	0
28	1	-4	4	-12	7	4	CSCC[C@H](NC(=O)NCCc1ccc(F)cc1)C(=O)O	0	1	0	0
29	3	-2	-5	-3	4	-2	Cc1nnc(SCC(=O)N2c3ccccc3C(C)(c3ccc(Cl)cc3)CC2(C)C)s1 (stereo not given)	1	-19	-3	4
30	-9	14	-6	-2	0	2	CCOC(=O)C1CCCN(CC(=O)NC2CC2)C1 (stereo not given)	-1	6	1	-4

Record cards, from the list above. Screens in order: DDE Tn6 FP inh, TDP2 inh, DDE Tn7 FP inh, ARFGAP1 inhibitor, ADAM10 inh, PLCb3 inh, PLCg1 inh, ASAP1 GAP inh, SIAE inh, ADAM17 inh
`Cc1nnc(SCC(=O)N2c3ccccc3C(C)(c3ccc(Cl)cc3)CC2(C)C)s1` (stereo not given) is listed with 3, -2, -5, -3, 4, -2, 1, -19, -3, 4
`CCOC(=O)CSc1nc(C)c(Oc2ccc(Cl)cc2Cl)c(=O)[nH]1` is listed with 7, 0, 0, -1, 1, 0, 0, 6, -2, -5
`CCOC(=O)C1CCCN(CC(=O)NC2CC2)C1` (stereo not given) is listed with -9, 14, -6, -2, 0, 2, -1, 6, 1, -4
`COc1cc2c(cc1OC)C1Cc3ccc(OC)c(OC)c3C[N+]1([O-])CC2` (stereo not given) is listed with 11, -10, -1, -13, -3, -7, -4, 11, 4, -3

(more compounds)
entry	DDE Tn6 FP inh	TDP2 inh	DDE Tn7 FP inh	ARFGAP1 inhibitor	ADAM10 inh	PLCb3 inh	structure	PLCg1 inh	ASAP1 GAP inh	SIAE inh	ADAM17 inh
31	-6	0	2	-6	-1	1	Cc1ccc(N/N=C2/CCCNC2=O)cc1	-3	2	6	-4
32	6	6	13	-4	-17	-1	O=C(CCNS(=O)(=O)c1ccc(OC(F)(F)F)cc1)N1CCCC1	4	-13	1	-2
33	5	0	2	-4	i	-428	COc1ccc2c(c1OC)C(=O)N1C(C(=O)O)Cc3c([nH]c4ccccc34)C21 (stereo not given)	-337	1	-5	-203
34	-5	12	-3	0	3	-7	CC1=C(C(=O)OCc2ccccc2)C(/C=C/c2ccccc2)N2C(=O)CCSC2=N1 (stereo not given)	-6	1	-14	3
35	6	1	-8	-12	-3	4	CCCNS(=O)(=O)c1cc2c(cc1Br)CCN2C(=O)CC	1	-7	-1	-3
36	6	0	2	-2	-16	-6	O=C(OCC(=O)N1CCN(C(=O)c2ccco2)CC1)c1cncc(Br)c1	0	-3	6	-2
37	-2	-2	7	1	2	-5	CCOc1cc(N2CCOCC2)c(OCC)cc1NC(=O)CN1C(=O)C2CC=CCC2C1=O (stereo not given)	1	-1	11	-5
38	-1	-2	1	3	-8	-3	Cc1oc(-c2ccccc2)nc1CS(=O)CC(=O)O (stereo not given)	-4	8	-1	-4
39	0	0	7	-12	3	-1	Cc1ccc(COc2ccc(/C=N/NC(=O)CN3CCCCC3)cc2)cc1	1	-5	1	1
40	5	-2	1	4	3	-6	CC(C)(CNC(=O)CCC1CCCC1)CNC(=O)CCC1CCCC1	-1	-7	6	0

The list continues:
entry	DDE Tn6 FP inh	TDP2 inh	DDE Tn7 FP inh	ARFGAP1 inhibitor	ADAM10 inh	PLCb3 inh	structure	PLCg1 inh	ASAP1 GAP inh	SIAE inh	ADAM17 inh
41	-1	-3	7	4	-4	1	Cc1ccccc1Cn1cc(NC(=O)CSc2nc3c(c(C(F)(F)F)n2)CCc2ccccc2-3)cn1	-1	-8	-6	-3
42	0	0	-3	-1	-1	3	COc1ccc([N+](=O)[O-])cc1NC1C2CC3CC(C2)CC1C3 (stereo not given)	1	9	-3	-2
43	5	-1	0	-21	-2	-6	COc1ccc(NC(=O)CSc2nnc(C3CC3)n2C)cc1S(=O)(=O)N1CCOCC1	-1	-7	6	-3
44	-2	-9	2	2	5	-8	CC(C)NC(=O)c1nn2c(C(F)(F)F)cc(-c3ccco3)nc2c1Cl	-1	0	-4	1
45	2	11	5	-2	3	0	Cc1nn(-c2ccccc2Cl)c2sc(C(=O)Nc3nnc(C4CC4)s3)cc12	-1	9	-5	2
46	3	-13	1	2	4	1	O=C1CC(NCc2cccs2)C(=O)N1c1ccc(Cl)cc1 (stereo not given)	-1	-3	1	-1
47	3	12	1	4	3	1	CCOc1ccc(S(=O)(=O)NNC(=O)c2cc3ccccc3o2)cc1	0	-3	3	-1
48	6	-1	2	4	8	-23	COc1ccc(-c2nc(NC(C)=O)sc2-c2ccccc2)cc1	-16	8	-2	-2
49	4	-10	-3	-2	5	-3	COCC(C)NC(=O)/C=C/c1ccc(OC)cc1 (stereo not given)	1	-2	-5	-7
50	-6	11	0	2	-5	-8	Cc1cc(NC(=O)NC(=O)c2ccccc2)no1	2	0	1	-1

(continued)
entry	DDE Tn6 FP inh	TDP2 inh	DDE Tn7 FP inh	ARFGAP1 inhibitor	ADAM10 inh	PLCb3 inh	structure	PLCg1 inh	ASAP1 GAP inh	SIAE inh	ADAM17 inh
51	-3	-22	-5	3	0	-12	CCOC(=O)/C(C#N)=C/c1cc(C)n(-c2ccc(C)cc2)c1C	-9	-9	-3	3
52	6	-2	4	7	1	1	NC(=S)N/N=C/c1ccc(C(F)(F)F)cc1	-1	-10	6	2
53	6	0	0	-9	-1	-5	CC(=O)Nc1ccc(C(=O)OCC(=O)NCCC2=CCCCC2)cc1	3	-8	4	-3
54	3	-3	-9	6	11	2	CC1(Cc2ccccc2Cl)C(=O)Nc2c(Cl)cccc21 (stereo not given)	2	-13	3	1
55	-4	-5	1	5	15	-2	CC(C)(C)[C@H]1C=C(C(N)=O)O[C@@H](OCCCCO)C1	0	12	5	1
